NPY1 pot ag: NPY-Y1 receptor potentiators or agonists, primary screen, cell-based; Neuropeptide Y receptor type 1 (Homo sapiens), P25929; hit rate 0.37% among 220,000; activation, % at 3.6 µM; AID 1304, 2008; NPY-Y1 expressing cells, potentiator/agonist activation; in the data active = activation above about 33%, passing the limit was not always enough;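 also: cells stimulated with NPY at EC10 then isoproterenol at EC100; 0% = low agonist plus stimulus and 100% = saturating agonist plus stimulus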
Target sequence (P25929 whole entry, looked up): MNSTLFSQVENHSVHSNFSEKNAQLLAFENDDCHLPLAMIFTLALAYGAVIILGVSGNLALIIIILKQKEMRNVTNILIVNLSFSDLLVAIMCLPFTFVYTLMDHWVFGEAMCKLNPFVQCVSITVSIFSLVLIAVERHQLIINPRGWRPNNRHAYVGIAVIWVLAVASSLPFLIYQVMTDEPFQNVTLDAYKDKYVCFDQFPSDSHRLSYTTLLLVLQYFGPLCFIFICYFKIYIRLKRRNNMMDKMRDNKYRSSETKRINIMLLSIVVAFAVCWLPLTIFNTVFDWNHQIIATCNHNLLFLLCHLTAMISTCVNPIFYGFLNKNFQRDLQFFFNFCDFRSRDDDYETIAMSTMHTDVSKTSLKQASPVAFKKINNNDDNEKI
BaF3 parental: parental Ba/F3 cell viability inhibition, counter-screen for JAK2V617F inhibitor project, murine pro-B, CellTiter-Glo luminescence. CellTiter-Glo ATP luminescence. inhibition, % at 5.6 µM. hit rate 1.1% among 220,000. AID 1486, 2009;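 active = inhibition above a per-campaign cutoff, the mean inhibition of all tested compounds plus 3 SD, cut at about 27% in these data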;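 also: 0% = DMSO wells and 100% = JAK Inhibitor I control wells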
RBBP9 inh: human RBBP9 inhibitors, primary screen, biochemical, fluorescence polarization, FP-Rh probe, HTS; recombinant RBBP9; Serine hydrolase RBBP9 (Homo sapiens), O75884; inhibition, % at 7.94 µM; hit rate 0.2% among 220,000;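 active = inhibition above the campaign mean of all tested compounds plus 3 SD, cut at about 14% in these data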;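 also: plate controls were DMSO wells with RBBP9 for no effect and wells lacking RBBP9 protein for full effect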
Target sequence (O75884 whole entry, looked up): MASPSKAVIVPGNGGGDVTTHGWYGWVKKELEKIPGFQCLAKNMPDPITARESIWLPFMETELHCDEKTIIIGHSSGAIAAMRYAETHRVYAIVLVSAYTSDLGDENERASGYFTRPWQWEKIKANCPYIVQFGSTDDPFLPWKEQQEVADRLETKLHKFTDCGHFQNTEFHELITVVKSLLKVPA
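Test system: recombinant human RBBP9. Quantity: 2.5 µM RBBP9 dispensing solution, before mixing. Detection: FP readout at 525/598 nm. Reagent: Serine-hydrolase probe FP-Rh, 375 nM pre-mixing. Measure: % inhibition. Control set: DMSO-treated enzyme wells and wells lacking RBBP9. Buffer or medium: Tris-NaCl-Pluronic buffer, pH 8.0. Times: preincubation 30 min plus labeling 45 min at 25 °C.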
Runt-CBFb FRET: inhibitors of RUNX1 Runt–CBFb binding, primary screen, biochemical, FRET, Cerulean-Runt, Venus-CBFb, uHTS. AID 1496, 2009. Cerulean-Runt/Venus-CBFb FRET ratio 530/480, 1 h. inhibition, % at 20 µM. Runt-related transcription factor 1 (Homo sapiens) + Core-binding factor subunit beta …. hit rate 0.46% among 220,000;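 active = inhibition over about 50% at 20 µM in the single-dose screen, limit read from the data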;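 also: 0% = DMSO wells and 100% = excess unlabeled CBFb competitor control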
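test system = Cerulean-Runt domain fusion protein, energy donor | probe or stimulus = Venus-CBFb binding partner, 100 nM | incubation = two 1 h room-temperature incubations shielded from light | detection = fluorescence energy transfer, 422 nm excitation, 530/480 nm emission | measure = loss of energy transfer signal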
S1P4 ag: S1P4 receptor agonists, primary screen, cell-based; AID 1509, 2009; activation, % at 4.98 µM; S1P4-expressing cell line, agonist reporter assay; Sphingosine 1-phosphate receptor 4 (Homo sapiens), O95977; hit rate 0.35% among 220,000; in the data active = activation above about 11%;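 also: 0% = DMSO vehicle and 100% = reference agonist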
Target sequence (O95977 whole entry, looked up): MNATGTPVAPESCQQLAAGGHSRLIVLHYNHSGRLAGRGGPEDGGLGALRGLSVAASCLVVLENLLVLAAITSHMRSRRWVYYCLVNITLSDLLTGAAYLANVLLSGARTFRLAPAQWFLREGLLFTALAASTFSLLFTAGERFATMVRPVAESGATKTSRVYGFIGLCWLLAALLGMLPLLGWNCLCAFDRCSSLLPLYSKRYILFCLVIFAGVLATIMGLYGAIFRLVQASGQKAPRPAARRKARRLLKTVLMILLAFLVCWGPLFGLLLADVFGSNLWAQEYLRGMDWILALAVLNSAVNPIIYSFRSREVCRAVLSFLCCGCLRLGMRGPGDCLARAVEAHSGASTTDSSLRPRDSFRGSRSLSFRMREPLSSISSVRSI
NPY-Y1 antag: NPY-Y1 receptor antagonists, primary screen, cell-based; HEK293-CNG Y1 cells, membrane potential fluorescence; NPY at EC95, then isoproterenol; inhibition, % at 3.6 µM; hit rate 1% among 200,000; Neuropeptide Y receptor type 1 (Homo sapiens), P25929;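 active = inhibition above the campaign mean inhibition of all tested compounds plus 3 SD, cut at about 20% in these data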;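 also: 0% = DMSO wells given NPY plus isoproterenol and 100% = isoproterenol alone without NPY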
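Assay system: HEK293 cells with Y1 receptor plus CNG channel | Probe or stimulus: NPY (25 nM), isoproterenol (1 µM), Ro 20-1724 (25 µM) | Timing: Compound incubation 1 h at room temperature, readout 45 min post-stimulation | Measured by: Membrane-potential fluorescent dye readout | Benchmarks: High control isoproterenol alone, low control NPY with isoproterenol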
S1P4 antagonist: S1P4 receptor antagonists, primary screen, cell-based; Sphingosine 1-phosphate receptor 4 (Homo sapiens), O95977; S1P4-expressing cells, antagonist mode, reporter read-out; inhibition, % at 4.98 µM; hit rate 0.26% among 220,000; AID 1510, 2009; in the data active = inhibition above about 29%;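 also: 0% = wells stimulated with agonist and 100% = vehicle wells without agonist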
Ba/F3 V617F tox: reduced viability of JAK2V617F-dependent Ba/F3 cells, primary screen, JAK2V617F inhibitor project, cell-based, Ba/F3 EpoR-JAK2V617F, luminescence | ATP luminescence | inhibition, % at 5.6 µM | hit rate 1.1% among 220,000 | AID 1446, 2008;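 active = inhibition above the campaign mean plus 3 SD over all tested compounds, cut at about 24% in these data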;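 also: cytokine-independent growth of Ba/F3 cells driven by EpoR plus mutant JAK2; 0% = DMSO-treated cells and 100% = JAK inhibitor I control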
NPY-Y2 PAM-ag: NPY-Y2 potentiators or agonists, primary screen, cell-based; cells expressing NPY-Y2, potentiator/agonist read-out; activation, % at 3.6 µM; AID 1359, 2008; Neuropeptide Y receptor type 2 (Homo sapiens), P49146; hit rate 0.45% among 220,000; in the data active = activation above about 27%;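 also: cells stimulated with NPY near EC25 plus isoproterenol at EC100; 0% = vehicle plus submaximal agonist and 100% = vehicle plus saturating agonist; some results beyond the cut were filed as inactive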
* = called active by the depositor; · = not tested or not shown.

SMILES	NPY1 pot ag	BaF3 parental	RBBP9 inh	Runt-CBFb FRET	S1P4 ag	NPY-Y1 antag	S1P4 antagonist	Ba/F3 V617F tox	NPY-Y2 PAM-ag
N#Cc1c(C#N)c(-c2ccccc2)n(-c2ccc(C(=O)O)cc2)c1N	-19	-3	3	-1	3.2	6	-4	-7	21
CCn1ccnc1C(O)c1cccc(OC)c1 (configuration not stated)	14	3	-4	-1	0.0	0	-14	-3	0
COc1cccc(-n2cn[nH]c2=S)c1	14	3	4	4	0.2	-2	-18	-5	6
CC1CCCCN1C(=O)Cn1c(=O)oc2ccccc21 (configuration not stated)	17	2	-6	·	2.2	-2	4	0	5
CC(=O)c1cccc(NS(=O)(=O)c2ccc3c(c2)oc(=O)n3C)c1	5	4	3	0	1.1	2	-26	-3	13
COc1cc(/C=N/NC(=O)c2ccccc2)ccc1O	-5	1	-1	-1	0.9	1	-9	-3	2
CC1=C(C(=O)OCC(C)C)C(c2ccc(F)cc2)NC(=O)N1 (configuration not stated)	16	0	6	-2	0.3	0	-1	-4	14
Cc1cc(C)n(CC(=O)NCc2cc(-c3nn(C)c(=O)c4ccccc34)ccc2C)n1	-25	7	-6	0	0.7	0	-18	0	17
COc1ccc2c(c1)CCc1c(C(=O)Nc3c(C)n(C)n(-c4ccccc4)c3=O)noc1-2	-6	0	-7	-1	0.0	0	-4	-2	-5
Cn1c(SCC(=O)c2c(N)n(C)c(=O)n(C)c2=O)nnc1-c1ccccc1	3	9	-10	-2	0.8	3	-23	1	2
CCOC(=O)N1CCN(Cc2c(NC(=O)c3ccco3)sc(C)c2C)CC1	16	2	1	·	-1.1	2	2	-2	8
O=C(COC(=O)Cn1cnc2ccccc2c1=O)Nc1ccc(Cl)cc1	-13	2	-9	1	-0.8	1	-24	-1	17
CCOC(=O)C1=C(CC)OC(N)=C(C#N)C1c1cccs1 (configuration not stated)	0	0	-1	3	-0.4	15	14	-2	6
N#Cc1c(N)nc(Sc2ccc(Cl)cc2)c(C#N)c1-c1ccccc1Cl	-1	0	-10	1	0.8	·	0	-3	12
CCOC(=O)C1C(=O)CC(C)(O)C(C(=O)OCC)C1c1ccc(F)cc1 (configuration not stated)	25	5	-7	-3	0.6	7	-5	0	0
CC(C)C(=O)Nc1ccc2oc(-c3cc(F)c(F)cc3Cl)nc2c1	-12	1	-2	-3	-2.4	10	-6	-4	-7
Cc1ccc(-c2nc3ncccn3c2Nc2ccc3c(c2)OCO3)o1	-2	4	-1	26	-0.8	1	-6	-1	13
CCN(CC)S(=O)(=O)c1ccc(Cl)c(NC(=O)c2ccncc2)c1	0	3	8	2	-1.4	2	-3	-1	-10
Cc1ccc(NC(=S)NC2CC3CCCC(C2)N3Cc2ccco2)cc1 (configuration not stated)	1	6	-13	1	0.3	-2	-2	3	2
O=C1N=C(N2CCCC2)S/C1=C\c1cccc(Br)c1	6	4	2	-2	0.8	5	2	-4	-17
O=C(c1ccc2c(=O)n(C3CCCC3)c(=S)[nH]c2c1)N1CCc2ccccc21	7	8	-8	-2	-1.3	2	-13	-1	-11
NC(=O)C1c2ccccc2CSc2ccccc21 (configuration not stated)	9	2	4	-2	0.1	0	3	4	-14
COC(=O)c1cc(NC(=O)C2COc3ccccc3O2)cc(C(=O)OC)c1 (configuration not stated)	-23	7	-7	-2	-0.8	2	-11	-2	-9
CC(=O)Nc1ccc(S(=O)(=O)N=S(C)(C)=O)cc1	16	2	4	0	0.5	-1	-4	-1	2
CCCCN(Cc1ccco1)C(=O)c1cc2c(=O)[nH]c3ccc(C)cc3c2s1	-6	0	-7	16	-0.7	11	-15	-3	-1

Overlap with the part before: 2 compounds; new compounds follow.
SMILES	NPY1 pot ag	BaF3 parental	RBBP9 inh	Runt-CBFb FRET	S1P4 ag	NPY-Y1 antag	S1P4 antagonist	Ba/F3 V617F tox	NPY-Y2 PAM-ag
CC(=O)Nc1ccc(S(=O)(=O)N=S(C)(C)=O)cc1	16	2	4	0	0.5	-1	-4	-1	2
CCCCN(Cc1ccco1)C(=O)c1cc2c(=O)[nH]c3ccc(C)cc3c2s1	-6	0	-7	16	-0.7	11	-15	-3	-1
COc1cccc(C(=O)Nc2ccc3nc(N4CCOCC4)cc(C)c3c2)c1	-11	6	-14	-3	1.2	7	-1	5	-1
COc1ccc(N/N=C2/CCCCC2=O)cc1	30	7	-9	4	0.2	0	15	4	3
Cn1c(-c2sc3cc(C(F)(F)F)cnc3c2-c2cccnc2)n[nH]c1=S	-14	4	-3	9	1.9	2	-15	-5	-1
NCC(c1ccccc1)c1c[nH]c2ccccc12 (configuration not stated)	-4	8	-8	0	-0.5	0	5	5	1
CC1CN(CCCSc2ccc(Cl)cc2)CC(C)O1 (configuration not stated)	0	8	-4	-1	-0.4	14	-15	3	-4
Cc1ccc(C)n1-c1ccc(NC(=O)c2ccccc2)cc1	5	6	-7	-2	0.0	-6	-17	-2	4
Cc1noc(-c2ccccc2)c1NC(=O)Nc1ccccc1	14	-4	-7	-1	0.2	·	3	-6	2
CCNC(=O)c1c(NC(=O)C2COc3ccccc3O2)sc2c1CCCC2 (configuration not stated)	-40	7	-2	-1	-1.1	0	-8	4	-14
CC(=O)Nc1ccccc1Sc1ccc2c3c(cccc13)C(=O)N(c1ccc(C)cc1)C2=O	-4	6	-7	-6	-0.1	6	-19	1	3
CCOC(=O)Cc1csc(NS(=O)(=O)c2ccc(F)cc2)n1	12	4	-5	-2	1.5	2	-18	0	-10
CCCC(=O)NC(C)c1nc2ccccc2[nH]1 (configuration not stated)	-7	6	-5	2	0.7	-5	-22	1	9
CCOC(=O)c1c(NC(=S)Nc2ccccc2)sc2c1CC(C)(C)SC2	-1	-1	-6	8	0.0	-4	-21	-3	-3
Cc1cc(NC(=O)CSc2nc(C(C)C)nc3sc4c(c23)CCC(C)C4)no1 (configuration not stated)	-14	2	2	-1	0.4	4	2	-1	13
Nc1nnc(Cc2ccccc2)s1	-8	-1	-6	-1	1.4	0	-11	-5	-17
CCC(CC)C(=O)Nc1cccc(C(=O)c2ccccc2)c1	-6	10	-4	-1	0.5	2	9	2	6
Cc1cc2nc3c(=O)n(Cc4ccccc4)c(=O)[nH]c3nc2cc1N	-2	1	-2	-281	-1.2	·	-2	-3	1
O=C(c1ccc2c(c1)OCO2)N1CCN(c2ccccc2F)CC1	21	5	4	0	2.4	1	3	4	6
CCn1c(C)cc(/C=C2\SC(=O)N(CC(=O)Nc3ccc(C)c(C)c3)C2=O)c1C	9	4	-7	-11	-2.6	3	-13	2	6
C=CCn1c(SCc2cc(C(=O)OC)c(C)o2)nnc1-c1ccncc1	-14	2	-5	3	0.9	6	-7	-4	16
COc1ccc2oc(C(=O)NC(C)(C)C)c(C)c2c1	13	-1	-3	-1	-1.3	-5	-21	-7	2
O=C(COC(=O)Cn1cnc2ccccc2c1=O)NCCC1=CCCCC1	-6	1	-5	-3	0.5	1	-20	2	4
CCCc1cc(C(=O)Nc2c(C)n(C)n(-c3ccccc3)c2=O)no1	-9	11	-3	2	-2.5	1	-19	1	-15
Cc1cc(C)n(-c2cc(N3CCN(S(=O)(=O)c4ccc5ccccc5c4)CC3)ccc2[N+](=O)[O-])n1	19	8	-10	0	-0.2	1	-10	0	25
CC(=O)N(c1ccc(C)cc1)C1C=CS(=O)(=O)C1 (configuration not stated)	3	1	-1	5	1.8	0	-11	-3	1
Cc1ccc2c(c1)N(CCC(=O)NCc1ccccn1)C(=O)CO2	-2	5	-11	2	-0.8	5	-1	4	9
(further entries)
SMILES	NPY1 pot ag	BaF3 parental	RBBP9 inh	Runt-CBFb FRET	S1P4 ag	NPY-Y1 antag	S1P4 antagonist	Ba/F3 V617F tox	NPY-Y2 PAM-ag
COc1ccc(N2CCN(C(CNC(C)=O)c3ccco3)CC2)cc1 (configuration not stated)	-5	7	-3	0	-0.1	5	-3	3	2
O=C(NN1C(=O)c2ccccc2NC1c1ccc([N+](=O)[O-])o1)c1ccc([N+](=O)[O-])cc1 (configuration not stated)	1	-1	-4	·	0.7	1	12	3	9
Cc1ccc(Cc2cc(-c3ccc(C)cc3)n[nH]c2=O)cc1	-28	-3	2	-1	-0.6	·	-11	7	-34
O=C(O)c1ccc2c(c1)ncn2C1CCCCCC1	-13	2	-10	·	-2.5	-1	7	3	2
Cc1c(Cc2ccccc2)sc(NC(=O)C(C)(C)C)c1C(N)=O	12	0	-4	5	0.8	0	-16	1	9
CNc1nc2c(C)cccn2c(=O)c1C=NCc1ccccc1	16	5	-5	0	-0.5	8	7	-2	3
Cc1ccc(NC(=O)c2ccc(CSc3nnc(C)s3)cc2)c(C)c1	11	7	-5	-1	-2.5	0	-9	-1	-12
CCOC(=O)C(=CNc1cc(Cl)c(-c2ccco2)c(Cl)c1)C(=O)OCC	40	3	-8	-4	4.1	·	5	-6	11
Clc1cccc(-c2nc(NCc3cccnc3)c3ccccc3n2)c1	37	-2	-15	-1	1.1	-8	-2	0	20
COc1ccccc1Nc1nc(N)nc(CSC(=S)N2CCCCC2)n1	-16	-1	-1	0	1.1	·	-21	0	-36
O=C(Nc1ccccc1Cl)OCc1cncs1	-8	15	-4	2	-0.9	-1	13	7	-10
CC(=O)c1c(C)nc2ccccn12	3	1	4	0	-0.1	-2	-10	-4	9
CCc1cccc(NC(=O)Cn2cccc2)c1	-8	4	-8	1	1.3	3	-13	3	15
CC1=NN(C(=O)CSCc2ccccc2)C(O)(c2ccccc2)C1 (configuration not stated)	1	2	-6	1	0.1	5	11	3	-3
O=C(C1CCN(Cc2nc(Cc3cccc(F)c3)no2)CC1)N1CCOCC1	2	6	-4	-1	0.3	0	-5	-1	-9
Cc1cccc(N2NC(=O)/C(=C/c3ccc(-c4ccc(Cl)c(C(=O)O)c4)o3)C2=O)c1	-10	10	2	11	0.0	1	-7	4	7
CC(C)(C)[C@H]1C=C(C(=O)NC2CC2)O[C@@H](OCc2ccc(CO)cc2)C1	7	2	-6	-2	-3.4	-1	-12	-3	-25
CC(CN1CCCCC1)OC(=O)c1cc2ccccc2o1 (configuration not stated)	-9	2	5	1	1.3	4	-27	-3	-3
O=C(NCc1ccncc1)C(=O)NCC(c1ccccc1)c1ccccc1	19	3	-3	0	0.4	3	-1	-4	15
C/C(=N\NC(=O)c1cccc(N/N=C(\C)c2ccco2)c1)c1ccco1	-3	9	2	1	0.4	4	-9	0	-9

Screening data as filed in PubChem.
